Assay outcomes as filed in PubChem.
Growth percent in the NCI-60 one-dose screen (48 h, 10 µM unless noted): 100 = growth as untreated, 0 = no growth, -100 = all killed.
SW-620: SW-620 colon cancer; AID 1794795; 82,000 tested, 5.2% active
HCT-116: HCT-116 colon cancer. 82,000 tested, 7.3% active. AID 1794798
SF-295: SF-295 CNS cancer cells; 79,000 tested, 5.6% active; AID 1794758
SNB-75: SNB-75 CNS cancer. 79,000 tested, 5% active. AID 1794750
SF-539: SF-539 CNS cancer | AID 1794752 | 81,000 tested, 6.8% active
KM12: KM12 colon cancer cells; 82,000 tested, 5% active; AID 1794800
SNB-19: SNB-19 CNS cancer cells. AID 1794751. 81,000 tested, 2.5% active
HCT-15: HCT-15 colon cancer | 82,000 tested, 5.2% active | AID 1794746
HCC-2998: HCC-2998 colon cancer; 79,000 tested, 4.7% active
An asterisk follows results filed as active; nt = not tested or not shown; & = joins results of further samples. The calls were made as follows: active = growth percent below 10; inactive = the rest.

SMILES	SW-620	HCT-116	SF-295	SNB-75	SF-539	KM12	SNB-19	HCT-15	HCC-2998
O=C(Nc1ccccc1)N1CCN(C(=O)Nc2ccccc2)CC1	93	96	99	100	101	106	116	102	99
c1nc(N2CCCCC2)c2[nH]cnc2n1	107	100	102	89	101	98	107	111	108
OC(c1ccccc1)(c1ccccc1)C1CCN(c2ccc3nnc(Cl)n3n2)CC1	57	23	19	61	52	31	63	18	55
CCCCN(CCCC)CC(O)c1cccc2cc(Cl)ccc12 (stereo not given)	55	43	55	84	71	82	86	58	90
COc1ccc2c(c1)C(=O)/C(=C/c1ccc([N+](=O)[O-])o1)O2	-60*	-45*	3.3*	9.5*	-50*	-80*	20	-48*	-79*
C/C(=N\NC(=S)N1CC2CCC(CC2)C1)c1ccccn1	14	7.2*	nt	34	3.7*	9.6*	12	18	29
CNC(=O)c1[nH]c(C)c2c1CCCCC2=O	120	108	98	nt	96	116	102	109	101
CN(C)CCn1c2ccccc2c2nc3cc(C(F)(F)F)ccc3nc21	22	17	28	45	26	43	36	19	42
Cc1ccc(-c2nc3ccccc3s2)c(=O)n1NS(=O)(=O)c1ccccc1	107	96	100	80	97	103	101	103	109
S=C(NCN1CCCCC1)NCN1CCCCC1	102	101	103	111	nt	104	95	106	93
N#CCCC1=CC(CCC#N)(CCC#N)c2ccccc21	107	101	108	89	102	115	111	109	nt
COc1ccc2nc3cc(Cl)ccc3c(Nc3ccc(N(C)C)cc3)c2c1	95	97	87	111	95	83	101	91	92
CCOc1ccc(NC(=O)/C=C/c2ccc(OC)c(OC)c2)cc1	105	106	95	115	102	104	107	97	107
COc1ccc(Nc2nc(-c3cccnc3)nc3sc4c(c23)CCCCCC4)cc1	78	88	nt	89	85	75	92	71	94
Cc1cc(C#Cc2ccc(C(C)(C)C)cc2)ccc1-n1c(/C=C/c2cccc(Cl)c2)nc2ccccc2c1=O	97	81	99	96	95	101	104	87	97
Cc1c(-c2csc(N/N=C/c3ccc(F)cc3)n2)nnn1-c1ccc([N+](=O)[O-])cc1	110	94	96	97	97	86	100	103	95
Cn1c(-c2ccccc2)c(C#N)c2cccc(I)c21	102	82	97	81	108	96	95	91	92
O=C(O)CN(CCN1CC(=O)OC(=O)C1)CCN1CC(=O)OC(=O)C1	27	29	69	73	59	46	76	35	54
O=C(CCCCCCCCC(=O)Nc1cccc(C2=NCCN2)c1)Nc1cccc(C2=NCCN2)c1	97	98	100	110	108	95	102	102	96
Nc1nonc1-c1nc2ccccc2n1CCO	113	89	100	95	103	100	99	100	111
CCOC(=O)c1c(NC(=S)Nc2ccccc2)n[nH]c1Nc1ccccc1	105	50	82	85	87	91	91	43	110
COc1ccc(-c2nc3sccn3c2-c2cc(-c3ccccc3)on2)cc1	107	67	99	80	94	105	93	85	99
CS(=O)(=O)c1ccc(C(=O)N2N=C(c3ccccc3)CC2c2ccc3c(c2)OCO3)cc1 (stereo not given)	100	82	100	88	103	94	103	86	99
CC(C)(C)c1cc(/C=C(\C#N)C(N)=O)cc(C(C)(C)C)c1	106	100	107	93	104	101	99	99	112
COc1ccc2oc(=O)cc(CSc3nc(-c4ccccc4)c(C(=O)NC(C)(C)C)c(=O)[nH]3)c2c1	105	93	99	85	96	99	106	102	105
O=[N+]([O-])c1ccccc1Sc1ccccc1	103&93	94&97	100&97	62	97&96	107&102	96&103	102&99	99&101
O=S(=O)(NCCNc1nccc(-n2cnc3ccccc32)n1)c1ccc(Br)cc1	110	100	96	74	96	85	101	96	103
COc1ccc(-c2c3c(nc4n[nH]c(-c5ccc(Cl)cc5)c24)-c2ccccc2C(=O)C3=O)cc1	-66*	-45*	77	54	nt	-21*	44	22	-26*
COc1ccc(/C=C2\N=C3SCCCN3C2=O)cc1	96	97	nt	96	96	103	94	89	106
O=C(Nc1ccccc1)Nc1ncnc2sc(-c3ccccc3)c(-c3ccccc3)c12	91	58	nt	nt	68	88	96	57	nt
Cc1ccc(F)cc1N/C=c1\s/c(=C(\C#N)C(=O)Nc2ccccc2)n(-c2ccccc2)c1=O	105	42	48	3.2*	27	85	36	65	92
CCCCCCN1C(=O)C2(NCc3c(nc4c(c(C)nn4-c4ccccc4)c3-c3ccc(Cl)cc3)N2)c2ccccc21 (stereo not given)	53	62	63	47	95	83	95	94	92
COc1cc(-c2csc(NC(=O)c3cccc(Cl)n3)n2)cc(OC)c1OC	106	101	99	92	93	125	104	90	100
Nc1ccc(-c2nnc3n2N=CC(c2ccc(O)cc2)S3)cc1 (stereo not given)	104	97	92	79	104	97	72	96	97
CCc1ccc(N=C2c3ccccc3-c3ccc([N+](=O)[O-])cc32)cc1	97	97	100	97	102	78	92	95	93
NC(Cc1csc2ccccc12)C(=O)O (stereo not given)	97	86	108	60	98	93	97	95	75
CN(Cc1ccccc1)Cc1ccccc1C(O)c1ccccc1 (stereo not given)	94	75	113	85	110	106	92	94	95
Nc1nc(S)cc(=O)[nH]1	101	107	97	103	107	108	105	110	91
Cc1nc2ncccc2nc1Nc1ccc(S(=O)(=O)N=C(N)N)cc1	99	94	114	nt	99	106	93	114	112
NC(=S)n1c(=O)n(-c2cccc(C(F)(F)F)c2)c(=O)c2cc(-c3ccc(F)cc3F)ccc21	15	3.0*	-12*	-25*	17	6.5*	16	9.3*	20
O=C(O)c1cn(C2CC2)c2cc(N3CCN(Cc4ccc(O)cc4O)CC3)c(F)cc2c1=O	98	98	103	79	98	95	108	103	100
Nc1nc(N)nc(-c2ccccn2)n1	107	110	nt	68	99	107	104	105	113
Cc1cc(C)c2c(N)c(C(=O)Nc3ccc(C(F)(F)F)cc3)sc2n1	nt	72	82	85	52	82	66	89	103
O=c1[nH]c2ccccc2cc1CN1CCN(c2nccc(-c3ccc4ccccc4c3)n2)CC1	98	86	100	86	108	101	92	91	103
COc1ccc(/C(C)=N/N=C2C(=O)Nc3ccc(OC(F)(F)F)cc32)cc1S(N)(=O)=O	91	83	73	97	78	96	nt	99	102
Nc1nc(Cl)nc2c1ncn2C1OC(CO)C(O)C1O (stereo not given)	73&67	43&42	103&102	92&105	111&92	86&60	53&52	68&61	52&51
Cc1cc(C)nc(NC(N)=NCCc2ccccc2)n1	32	28	nt	24	37	23	47	55	95
CC12CCC3C4(C)COC(c5cccc(F)c5)OC4CCC3(C)C1CC(C1=CCOC1=O)O2 (stereo not given)	102	82	95	108	94	90	92	92	98
CC(=O)n1nc(C(=O)OCCCc2ccccc2)c2ccccc21	107	100	97	nt	105	100	103	100	95
C(=C\CN1CCCCC1)/CN1CCCCC1	96	87	109	99	102	100	95	101	103
C=C1CCC2C(C)(CO)C(O)CCC2(C)C1C/C=C1/C(=O)OCC1O/C=C/c1ccccc1 (stereo not given)	5.8*	59	93	nt	97	75	95	58	101
c1ccc(-c2nc3sccn3c2CCCN2CCOCC2)cc1	93	86	104	84	92	90	94	100	100
c1ccc2cc(SCCCN3CCOCC3)ccc2c1	111	105	92	99	101	109	97	92	117
O=C1c2ccccc2C(=O)N1/N=C/c1ccc(Cl)c(Cl)c1	105	105	88	86	113	110	109	91	101
Fc1cccc(CCC2CCCC2C2CC2)c1 (stereo not given)	110	102	96	120	109	105	101	98	108
O=C(O)CSc1ccccc1	111	98	nt	92	nt	111	nt	109	107
C[C@@H]1O[C@H](Oc2c(-c3ccc(O)c(O)c3)oc3cc(O)cc(O)c3c2=O)[C@H](O)[C@H](O)[C@H]1O	109	109	103	103	102	101	99	101	112
O=C(N/N=C/c1cccc2ccccc12)c1ccc2cccc(O)c2n1	109	103	98	95	93	97	90	86	108
O=C(O)c1c2ccccc2nc2[nH]c3ccccc3c12	102	108	103	105	98	103	99	98	107
CCOCCC(=O)O	101	97	102	93	102	117	109	108	123
Next structures follow:
SMILES	SW-620	HCT-116	SF-295	SNB-75	SF-539	KM12	SNB-19	HCT-15	HCC-2998
Cc1ccc(S(=O)(=O)OCC#CCOS(=O)(=O)c2ccc(C)cc2)cc1	51	25	42	5.0*	82	61	70	72	82
Nc1nc(Cl)nc(Cl)n1	106	110	104	85	103	104	109	113	102
COc1ccc(/C=C2/SC(=O)N(CCCC(=O)N3CCN(c4cc5c(cc4F)c(=O)c(C(=O)O)cn5C4CC4)CC3)C2=O)cc1OC	102	100	95	95	96	102	99	98	108
CCCCC1COc2cccc3c2N1C=C/C3=C\C(=O)N(C)Cc1ccccc1 (stereo not given)	105	87	99	90	116	109	95	99	106
CCCCOc1nc2ccc(C)cc2cc1/C=C/C(=O)/C=C(/C=C/c1cc2cc(C)ccc2nc1OCCCC)OB(F)F	98	89	103	97	107	104	106	114	107
CCOc1ccc(NC(Cc2ccccc2)c2ccc(OC)cc2)cc1 (stereo not given)	92	85	107	95	106	95	93	92	105
N#Cc1c(N)sc(=S)c2c1CCCC2	112	104	110	104	110	110	105	104	106
N#Cc1c(-c2ccc(F)cc2)nc(NN2C(=O)CCC2=O)nc1N1CCOCC1	98	98	97	82	102	104	102	96	109
O=S(=O)(NCCCNc1nccc(-c2c(-c3cccc(F)c3)nc3occn23)n1)c1ccc(Cl)cc1	86	49	93	92	99	79	88	71	119
COc1ccc2c(c1)C1(C(=O)N2)C(C#N)=C(c2ccccc2)Nc2c1c(-c1ccccc1)nn2-c1ccccc1 (stereo not given)	8.5*	4.0*	70	34	-3.8*	40	60	85	58
Cc1c(C)c(C)c(CN2CCCC2)c(C)c1C	97	98	105	94	118	108	nt	96	110
OCCCCC(c1ccc(O)cc1)c1ccc(O)cc1	109	97	97	89	115	103	97	107	106
CNC(=O)c1cc(-n2ccc3cc(NC(=O)c4ccc(F)c(C(F)(F)F)c4)ccc32)ccn1	102	101	95	111	99	99	91	93	113
Nc1nc(N)c2c(n1)NC(c1ccc(Cl)cc1)CC(c1cccc(Nc3ccncc3)c1)=N2 (stereo not given)	30	22	64	67	63	64	62	71	72
CC(C)c1ccc(C(=O)OC2CCCC2)cc1	100	92	106	90	108	100	102	95	99
Cc1nnc(Cc2ccccc2)c2n[nH]c(C)c12	105	89	nt	85	102	101	101	99	105
CNC(=O)Cn1nnc(C(=O)OC)c1COc1ccccc1	99	109	98	94	100	101	97	105	100
O=c1c2ccccc2nc(N/N=C/c2ccc(N3CCOCC3)cc2)n1-c1ccccc1	109	106	103	95	105	105	102	102	108
COc1ccc2c(c1)c(-c1cc3nc(-c4cn(C)c5ncc(Br)cc45)cc(N)n3n1)cn2C	-64*	-100*	-67*	nt	-88*	-61*	-17*	-48*	-94*
COc1ccc(NC(=S)Nc2ccc(NCc3nc4sc5c(c4c(=O)[nH]3)CCCC5)cc2)cc1	101	98	102	99	102	101	97	103	107
O=C(O)COc1ccc(-c2cssc2=S)cc1	107	109	97	nt	96	109	105	99	125
O=C(Nc1ccc(C(=O)O)c(O)c1)Oc1ccccc1	107	91	98	73	93	113	103	95	84
CC1=C(C)C(=O)C(N2CCSCC2)=CC1=O	97	93	104	81	96	105	87	104	109
O=C(NCCCCCCNC(=O)OCc1ccc2c(Cl)cc(Cl)c(O)c2n1)OCc1ccc2c(Cl)cc(Cl)c(O)c2n1	-63*	-55*	32	-96*	-97*	-75*	51	-29*	-88*
CC(C#N)C(O)(c1ccccc1)c1ccccc1 (stereo not given)	99	96	97	109	102	103	100	97	105
CCOc1cc(Cl)c(C(C)NC(=O)c2cccc(OC)c2)cc1OCC (stereo not given)	-51*	-57*	111	7.3*	7.1*	0.6*	84	3.3*	-85*
CC(=O)NS(=O)(=O)c1c([N+](=O)[O-])ncn1C	100	107	104	109	104	104	99	104	101
COc1ccc(-c2ccc(SCC(=O)Nc3cccc(S(N)(=O)=O)c3)nn2)cc1	104	98	88	nt	93	100	86	108	122
CCCCCCCCCCCCCCCCCC1=Nc2ccccc2NC(=O)C1	102	93	95	90	96	105	113	91	105
COc1ccc(C(=O)CSc2nc3c([nH]2)c(=O)n(C)c(=O)n3C)c(F)c1	128	110	88	94	120	94	95	113	105

Of the compounds above, these have a Cl atom:
SMILES	SW-620	HCT-116	SF-295	SNB-75	SF-539	KM12	SNB-19	HCT-15	HCC-2998
OC(c1ccccc1)(c1ccccc1)C1CCN(c2ccc3nnc(Cl)n3n2)CC1	57	23	19	61	52	31	63	18	55
CCCCN(CCCC)CC(O)c1cccc2cc(Cl)ccc12 (stereo not given)	55	43	55	84	71	82	86	58	90
COc1ccc2nc3cc(Cl)ccc3c(Nc3ccc(N(C)C)cc3)c2c1	95	97	87	111	95	83	101	91	92
Cc1cc(C#Cc2ccc(C(C)(C)C)cc2)ccc1-n1c(/C=C/c2cccc(Cl)c2)nc2ccccc2c1=O	97	81	99	96	95	101	104	87	97
COc1ccc(-c2c3c(nc4n[nH]c(-c5ccc(Cl)cc5)c24)-c2ccccc2C(=O)C3=O)cc1	-66*	-45*	77	54	nt	-21*	44	22	-26*
CCCCCCN1C(=O)C2(NCc3c(nc4c(c(C)nn4-c4ccccc4)c3-c3ccc(Cl)cc3)N2)c2ccccc21 (stereo not given)	53	62	63	47	95	83	95	94	92
COc1cc(-c2csc(NC(=O)c3cccc(Cl)n3)n2)cc(OC)c1OC	106	101	99	92	93	125	104	90	100
Nc1nc(Cl)nc2c1ncn2C1OC(CO)C(O)C1O (stereo not given)	73&67	43&42	103&102	92&105	111&92	86&60	53&52	68&61	52&51
O=C1c2ccccc2C(=O)N1/N=C/c1ccc(Cl)c(Cl)c1	105	105	88	86	113	110	109	91	101
Nc1nc(Cl)nc(Cl)n1	106	110	104	85	103	104	109	113	102
O=S(=O)(NCCCNc1nccc(-c2c(-c3cccc(F)c3)nc3occn23)n1)c1ccc(Cl)cc1	86	49	93	92	99	79	88	71	119
Nc1nc(N)c2c(n1)NC(c1ccc(Cl)cc1)CC(c1cccc(Nc3ccncc3)c1)=N2 (stereo not given)	30	22	64	67	63	64	62	71	72
O=C(NCCCCCCNC(=O)OCc1ccc2c(Cl)cc(Cl)c(O)c2n1)OCc1ccc2c(Cl)cc(Cl)c(O)c2n1	-63*	-55*	32	-96*	-97*	-75*	51	-29*	-88*
CCOc1cc(Cl)c(C(C)NC(=O)c2cccc(OC)c2)cc1OCC (stereo not given)	-51*	-57*	111	7.3*	7.1*	0.6*	84	3.3*	-85*
